Screening results from PubChem BioAssay.
ERAP1 HTS inh: blocks human ERAP1 aminopeptidase activity; Q9NZ08; recombinant ERAP1, Leu-AMC fluorescence, 60 min; inhibition, % at 10.7 µM; 340,000 compounds, 0.15% hits;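 active means mean replicate inhibition of at least 30%, or all replicates individually reaching that 30% level; inactive means mean below 30% and not every replicate reaching it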;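 further: 0% = neutral control wells and 100% = L-leucinethiol positive control wells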
miR122 inh: miR-122 inhibition in Huh7 cells; 340,000 compounds, 0.3% hits; activation (reporter increase), % at 12.5 µM; AID 602342; Huh7 miR-122 Renilla luciferase sensor, 48 h; neutral wells = 0, positive control = 100;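 active means mean replicate activation score at least 90 and every replicate individually at or above 90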;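 further: higher luciferase means less miR-122 activity so hits act as miR-122 inhibitors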
ERp5 block: inhibitors of human ERp5 | Q15084 | ERp5 insulin aggregation, absorbance 650 nm, 90 min | inhibition, % at 9.99 µM | 350,000 compounds, 0.05% hits | AID 651711;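 active means mean replicate inhibition above about 25%, with every replicate also reaching it, limit read from the data, passing the limit was not always enough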
Target sequence (Q15084 whole entry, looked up): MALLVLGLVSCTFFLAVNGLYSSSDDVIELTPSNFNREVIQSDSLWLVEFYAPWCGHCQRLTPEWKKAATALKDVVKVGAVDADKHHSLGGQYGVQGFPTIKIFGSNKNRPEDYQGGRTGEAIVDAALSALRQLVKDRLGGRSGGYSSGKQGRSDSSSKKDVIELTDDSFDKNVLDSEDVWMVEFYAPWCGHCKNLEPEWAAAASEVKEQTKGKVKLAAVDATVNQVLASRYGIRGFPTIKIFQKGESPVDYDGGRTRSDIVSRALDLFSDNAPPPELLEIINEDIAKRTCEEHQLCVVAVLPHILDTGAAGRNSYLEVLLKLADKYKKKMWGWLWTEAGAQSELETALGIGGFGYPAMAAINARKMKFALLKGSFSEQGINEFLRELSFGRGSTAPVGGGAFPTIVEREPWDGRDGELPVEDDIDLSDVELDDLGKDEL
SIRT5 block: sirtuin-5 (human) deacylase inhibition; Purified SirT5, succinyl-peptide AMC, trypsin-coupled fluorescence; inhibition, % at 15 µM; 330,000 compounds, 1.1% hits; in the data active means inhibition above about 15%
Target sequence (Q9NXA8 whole entry, looked up): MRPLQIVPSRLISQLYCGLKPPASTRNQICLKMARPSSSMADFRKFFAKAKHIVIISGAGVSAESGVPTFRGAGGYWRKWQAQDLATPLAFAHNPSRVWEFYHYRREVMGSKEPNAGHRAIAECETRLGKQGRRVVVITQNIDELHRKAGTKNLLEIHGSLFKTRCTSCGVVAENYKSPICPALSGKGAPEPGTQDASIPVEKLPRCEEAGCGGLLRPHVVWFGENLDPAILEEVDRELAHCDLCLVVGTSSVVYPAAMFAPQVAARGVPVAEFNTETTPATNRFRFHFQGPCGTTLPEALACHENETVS
CFTR F508del cor: correctors of CFTR F508del function in bronchial epithelial cells; AID 720511; activity (quench increase), % at 7.58 µM; 350,000 compounds, 0.36% hits; CFBE cells, YFP halide quenching; stimulated with forskolin plus potentiator P3; % fluorescence drop versus neutral controls;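 active means mean added fluorescence quench of at least 8% versus neutral control, with both replicates also reaching 8%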;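 further: cells transiently co-express mutant CFTR-F508del with the halide-sensitive YFP; corrector assay measuring rescue of mutant channel to the surface after 24 h compound exposure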
Casp6 inh: blocks human caspase-6 cleavage activity; purified caspase-6, Z-VEID-R110 cleavage fluorescence; inhibition, % at 12.5 µM; 350,000 compounds, 0.53% hits;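 active means mean inhibition across replicates at least about 35%, with every replicate also reaching that limit, limit read from the data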;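 further: 0% = median of neutral control wells and 100% = no fluorescence left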
Target sequence (P55212 24-179 limits assumed): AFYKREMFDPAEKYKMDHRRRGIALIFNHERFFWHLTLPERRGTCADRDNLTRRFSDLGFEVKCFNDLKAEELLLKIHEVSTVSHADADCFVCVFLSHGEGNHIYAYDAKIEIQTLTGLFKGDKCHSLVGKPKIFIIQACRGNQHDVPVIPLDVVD
Target sequence (P55212 194-293 limits assumed): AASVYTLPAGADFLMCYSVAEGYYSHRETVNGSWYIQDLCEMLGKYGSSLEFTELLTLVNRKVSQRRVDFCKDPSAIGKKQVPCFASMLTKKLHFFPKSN
DENV2 CPE rescue: inhibitors of DENV2 cytopathic effect | DENV2-infected cells, cytopathic effect rescue, plate reader | CPE inhibition, % at 9.99 µM | 350,000 compounds, 1.7% hits; in the data active means CPE inhibition above about 20%, passing the limit was not always enough; tested in BHK-21 cells;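 further: 0% = median of neutral control wells and 100% = median of positive control wells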
The depositor's hits bear a star; . = no result given; [ ] = dose if it differs, or a comment.

ERAP1 HTS inh	miR122 inh	ERp5 block	SIRT5 block	molecule	CFTR F508del cor	Casp6 inh	DENV2 CPE rescue
-1	2[16.7 µM]	-2	3	C[C@@H]1CCCCO[C@@H](CN(C)Cc2ccncc2)[C@H](C)CN([C@@H](C)CO)C(=O)c2cc(NS(=O)(=O)c3cn(C)cn3)ccc2O1	-0.8	-1	12
-2	.	3	-2	CCCC#Cc1ccc([C@@H]2[C@H](C#N)N(C(=O)CN3CCOCC3)[C@H]2CO)cc1	-0.1	0	0
2	6	-3	3	COc1ccccc1N=Nc1c(O)[nH]c2ccc(Br)cc12	4.5	1	2
0	3	-2	.	O=C(NCC1CCCN1S(=O)(=O)c1cccs1)C(=O)Nc1ccccc1F (configuration not stated)	0.5	-2	-8
-1	1[16.7 µM]	-3	1	COc1ccc(C#Cc2ccc([C@H]3[C@H]4CN(Cc5ccccc5F)CCCCN4[C@H]3CO)cc2)cc1	-1.9	-1	-33
1	-1	-1	-1	Cc1c(NCc2cccnc2)cccc1C(=O)O	-5.7	1	3
7	.	2	1	CCOc1ccc(-c2[nH]nc3c2C(c2ccc(O)cc2)C(C#N)=C(N)O3)cc1 (configuration not stated)	0.6	6	1
-1	-7	-3	-3	CSc1ccc(CNC(=O)C2(C)CCCN(C(C)C)C2)cc1 (configuration not stated)	1.8	18	-2
-8	-8	4	-6	Cc1noc(C)c1COc1ccc(C(=O)OCC(=O)Nc2ccc(C(=O)N(C)C)cc2)cc1	0.7	-4	13
-4	.	0	0	O=C(O)c1cccc(NC(=S)N/N=C/c2cccnc2)c1	.	3	7
-4	4	2	9	Cc1cnc(CN(C)C(=O)C2CCC(=O)N(CCc3cccc(F)c3)C2)[nH]1 (configuration not stated)	0.2	18	-4
0	.	2	-2	Cc1cccc(S(=O)(=O)N[C@H]2CC[C@@H](CCn3cc(-c4ccccn4)nn3)O[C@H]2CO)c1	0.2	-3	-3
-2	.	0	-7	COc1ccc(/C=C/C(=O)O)cc1S(=O)(=O)N1CCC(C)CC1	-3.5	17	3
.	1[16.7 µM]	.	.	C[C@@H]1CN([C@H](C)CO)C(=O)c2cc(NC(=O)Nc3ccc(C(F)(F)F)cc3)ccc2O[C@@H](C)CCCCO[C@@H]1CN(C)C(=O)CCCN(C)C	2.0	.	7
-2	.	1	-3	CS(=O)(=O)N(CC(=O)Nc1ccccc1-c1ccccc1)c1ccc(F)cc1	-1.0	3	6
.	4	4	.	Cc1ccc(S(=O)(=O)Cc2ccc(C(=O)N3CCN(Cc4ccccc4)CC3)o2)cc1	4.9	3	2
0	-1	1	1	CC1CCc2sc(NC(=S)NC(=O)c3ccccc3)c(C#N)c2C1 (configuration not stated)	1.8	0	.
1	-1[16.7 µM]	-3	.	C[C@H]1CN([C@@H](C)CO)C(=O)c2cc(NC(=O)Nc3ccc(F)cc3)ccc2O[C@H]1CN(C)C(=O)Nc1ccccc1	1.0	0	-1
-1	-4	3	1	O=C(c1ccc(OCc2cn3ccccc3n2)cc1)N1CCN(S(=O)(=O)c2ccccc2F)CC1	-2.8	-4	-1
3	.	-6	20*	COc1cc(NC(=O)Cc2ccc([N+](=O)[O-])cc2)c(C(=O)O)cc1OC	.	9	3
-3	-8	-2	-3	O=C(COC(=O)c1ccc(Cl)c(S(=O)(=O)N2CCCCCC2)c1)NCc1ccccc1	1.1	1	-9
0	.	0	-2	COCc1cn(CC[C@@H]2CC[C@H](NC(=O)Nc3ccc(C(F)(F)F)cc3)[C@H](CO)O2)nn1	-1.4	1	6
3	-1	2	1	O=C(c1ccc(COc2ccccc2Br)o1)N1CCCCCC1	-0.5	10	1
-3	0	16	.	N#CN1CCC(NS(=O)(=O)c2ccc(C(F)(F)F)cc2)C1 (configuration not stated)	5.0	0	-17
-1	0	-1	-1	CCOC(=O)c1cc2cc([N+](=O)[O-])ccc2oc1=O	-0.4	1	5
-4	-4	9	-4	Cc1ccc(NC(=O)CN(C)CC(=O)Nc2ccccc2C#N)cc1	0.5	6	11
0	-11	6	0	CC(=O)N1CCc2cc(S(=O)(=O)NC(Cc3ccccc3)C(=O)O)ccc21 (configuration not stated)	2.0	2	-3
2	-6[16.7 µM]	-3	-2	C[C@@H]1CN([C@H](C)CO)C(=O)c2cc(C3=CCCCC3)cnc2O[C@@H]1CN(C)C(=O)c1ccncc1	-0.4	2	1
14	25	-4	0	CCOC(=O)C1(CCCc2ccccc2)CCN(C(=O)C2=C(C)OCCO2)CC1	.	1	3
-4	.	5	-2	COc1ccc(OC)c(S(=O)(=O)CC(=O)c2cc3ccccc3oc2=O)c1	-1.7	0	-5
0	-2	2	-2	Cc1ccc(C(=O)O/N=C(\N)c2ccccn2)cc1Cl	0.8	-1	4
-4	1	-3	1	COc1ccccc1C(=O)N/N=C(\C)CC(=O)Nc1ccccn1	0.6	-4	2
-3	0	3	-3	COc1ccc(NC(=O)Nc2cc(C(=O)O)ccc2N2CC3CC(C2)c2cccc(=O)n2C3)c(OC)c1 (configuration not stated)	1.9	0	9
-4	.	3	1	CO[C@H]1CN(C)C(=O)c2ccc(NC(=O)C3CCC3)cc2OC[C@H](C)N(Cc2ccccn2)C[C@H]1C	-3.0	15	-2
-1	-3	-2	5	COc1ccc(OC)c(-c2csc(N(Cc3ccco3)C(=O)c3ccco3)n2)c1	0.3	-1	13
0	.	1	-4	C[C@@H]1CCCCO[C@@H](CN(C)C(=O)Nc2ccc(F)cc2)[C@@H](C)CN([C@@H](C)CO)C(=O)c2cc(NC(=O)Nc3ccc(C(F)(F)F)cc3)ccc2O1	6.4	-2	-3
-9	.	4	-1	CCC(=O)N1[C@@H]2c3cccc(=O)n3C[C@@H]2[C@@H](CO)[C@@H]1C(=O)N[C@@H](C)c1ccccc1	0.4	-2	16
5	-11	2	-1	O=C(NN=Cc1ccc2c(c1)CCC2)c1ccccc1O	-0.1	-2	13
3	17	6	1	O=C(C[n+]1ccccc1)c1ccc(NC(=O)c2ccccc2)cc1	2.9	-15	-1
0	-5[16.7 µM]	-95	2	CN1CCN(C(=O)C[C@H]2CC[C@H]3[C@@H](COc4ccc(NC(=O)c5ccc(F)c(F)c5)cc4C(=O)N3C)O2)CC1	-0.7	3	0
-1	.	-5	1	O=C(Nc1cc(F)ccc1F)N1CC(=O)N2[C@H](C1)[C@@H](c1ccc(C#CC3CCCC3)cc1)[C@@H]2CO	2.5	0	4
1	.	0	-1	C=CCN(C(=O)CN1CCOCC1)c1nc(C)c(-c2ccccc2)s1	.	0	.
4	-5	5	-3	C=CCN(CC=C)C(=S)Nc1ccc(OC)c(OC)c1	13*	-2	9
-1	-7[16.7 µM]	3	-2	C[C@H](CO)N1C[C@H](C)[C@H](CN(C)S(=O)(=O)c2ccc(Cl)cc2)Oc2ccc(NC(=O)Cc3ccccc3)cc2C1=O	0.4	-3	11
0	.	-2	4	CCC1(C)CC(C#N)(C#N)C(=O)NC1=O (configuration not stated)	2.1	-1	4

Shown as a hit in SIRT5 block, of those listed so far:
ERAP1 HTS inh	miR122 inh	ERp5 block	SIRT5 block	molecule	CFTR F508del cor	Casp6 inh	DENV2 CPE rescue
3	.	-6	20*	COc1cc(NC(=O)Cc2ccc([N+](=O)[O-])cc2)c(C(=O)O)cc1OC	.	9	3

The list goes on:
ERAP1 HTS inh	miR122 inh	ERp5 block	SIRT5 block	molecule	CFTR F508del cor	Casp6 inh	DENV2 CPE rescue
-3	4[16.7 µM]	1	-2	C[C@@H]1CN([C@@H](C)CO)C(=O)c2cc(NC(=O)CCC(F)(F)F)ccc2O[C@@H](C)CCCCO[C@H]1CN(C)Cc1ccncc1	0.1	2	-8
-7	.	4	2	COc1ccc([N+](=O)[O-])cc1N(CC(=O)N1CCCC1)S(C)(=O)=O	3.8	-3	4
1	.	-2	-3	COCCn1c(SCC(=O)Nc2c(C)n(C)n(-c3ccccc3)c2=O)nc2ccccc2c1=O	4.6	1	-17
1	9	5	0	Oc1ccc(/C=N/n2c(C3CCCCC3)n[nH]c2=S)c(O)c1	-0.1	4	-1
-2	3[16.7 µM]	-2	6	C[C@H]1CN([C@@H](C)CO)C(=O)Cc2cc(NS(=O)(=O)c3cn(C)cn3)ccc2O[C@@H]1CN(C)C	-1.8	2	7
-2	.	4	-1	Cc1ccc(/C=N/N(C)C2=NS(=O)(=O)c3ccccc32)cc1	-0.1	-2	-4
10	59[16.7 µM]	0	2	C[C@H](CO)N1C[C@H](C)[C@@H](CN(C)Cc2ccc(C(=O)Nc3ccccc3N)cc2)Oc2ccc(N(C)C)cc2C1=O	3.2	4	3
1	1[16.7 µM]	32*	-3	CCCN(C)C[C@@H]1Oc2cc(-c3ccc(F)cc3)ccc2S(=O)(=O)N([C@@H](C)CO)C[C@@H]1C	-0.8	-2	-6
12	.	0	0	CO/N=C(/CS(=O)Cc1ccccc1Cl)c1ccc(Cl)cc1Cl (configuration not stated)	3.5	2	2
3	.	1	.	O=C(COc1ccc(F)c(Cl)c1)N1CCCCCCC1	0.3	0	-4
2	.	-2	0	COCCn1c(N)c(N(Cc2ccccc2)C(=O)c2ccc(N3CCCC3=O)cc2)c(=O)[nH]c1=O	-0.2	-3	-2
0	.	-3	-5	O=C(C1=C[C@@H](C2CC2)C[C@@H](OCc2ccc(CO)cc2)O1)N1CCCCCCC1	0.1	1	4
-1	0	-13	0	Cc1cc([N+](=O)[O-])ccc1NC(=O)C(C)N1CCN(c2ccccn2)CC1 (configuration not stated)	-1.5	1	3
2	.	-19	1	COc1ccc(NC(=O)NNC(=O)COc2ccc3cc(Br)ccc3c2)c(OC)c1	-0.2	0	-2
-2	1	-3	.	CCNC(=O)C1(C)CCCN(C(=O)c2cc(C)nn2C(C)(C)C)C1 (configuration not stated)	-2.6	1	16
3	.	4	-2	Cc1ccc(NC(=O)C(C)N2C(=O)c3ccccc3C2=O)cc1C (configuration not stated)	0.3	0	-5
-6	.	0	0	O=C(CSc1nc2[nH]c(=O)cc(O)c2s1)Nc1ccc(Br)cc1	-0.1	16	-5

By substructure, those above with fluorine
ERAP1 HTS inh	miR122 inh	ERp5 block	SIRT5 block	molecule	CFTR F508del cor	Casp6 inh	DENV2 CPE rescue
0	3	-2	.	O=C(NCC1CCCN1S(=O)(=O)c1cccs1)C(=O)Nc1ccccc1F (configuration not stated)	0.5	-2	-8
-1	1[16.7 µM]	-3	1	COc1ccc(C#Cc2ccc([C@H]3[C@H]4CN(Cc5ccccc5F)CCCCN4[C@H]3CO)cc2)cc1	-1.9	-1	-33
-4	4	2	9	Cc1cnc(CN(C)C(=O)C2CCC(=O)N(CCc3cccc(F)c3)C2)[nH]1 (configuration not stated)	0.2	18	-4
.	1[16.7 µM]	.	.	C[C@@H]1CN([C@H](C)CO)C(=O)c2cc(NC(=O)Nc3ccc(C(F)(F)F)cc3)ccc2O[C@@H](C)CCCCO[C@@H]1CN(C)C(=O)CCCN(C)C	2.0	.	7
-2	.	1	-3	CS(=O)(=O)N(CC(=O)Nc1ccccc1-c1ccccc1)c1ccc(F)cc1	-1.0	3	6
1	-1[16.7 µM]	-3	.	C[C@H]1CN([C@@H](C)CO)C(=O)c2cc(NC(=O)Nc3ccc(F)cc3)ccc2O[C@H]1CN(C)C(=O)Nc1ccccc1	1.0	0	-1
-1	-4	3	1	O=C(c1ccc(OCc2cn3ccccc3n2)cc1)N1CCN(S(=O)(=O)c2ccccc2F)CC1	-2.8	-4	-1
0	.	0	-2	COCc1cn(CC[C@@H]2CC[C@H](NC(=O)Nc3ccc(C(F)(F)F)cc3)[C@H](CO)O2)nn1	-1.4	1	6
-3	0	16	.	N#CN1CCC(NS(=O)(=O)c2ccc(C(F)(F)F)cc2)C1 (configuration not stated)	5.0	0	-17
0	.	1	-4	C[C@@H]1CCCCO[C@@H](CN(C)C(=O)Nc2ccc(F)cc2)[C@@H](C)CN([C@@H](C)CO)C(=O)c2cc(NC(=O)Nc3ccc(C(F)(F)F)cc3)ccc2O1	6.4	-2	-3
0	-5[16.7 µM]	-95	2	CN1CCN(C(=O)C[C@H]2CC[C@H]3[C@@H](COc4ccc(NC(=O)c5ccc(F)c(F)c5)cc4C(=O)N3C)O2)CC1	-0.7	3	0
-1	.	-5	1	O=C(Nc1cc(F)ccc1F)N1CC(=O)N2[C@H](C1)[C@@H](c1ccc(C#CC3CCCC3)cc1)[C@@H]2CO	2.5	0	4
-3	4[16.7 µM]	1	-2	C[C@@H]1CN([C@@H](C)CO)C(=O)c2cc(NC(=O)CCC(F)(F)F)ccc2O[C@@H](C)CCCCO[C@H]1CN(C)Cc1ccncc1	0.1	2	-8
1	1[16.7 µM]	32*	-3	CCCN(C)C[C@@H]1Oc2cc(-c3ccc(F)cc3)ccc2S(=O)(=O)N([C@@H](C)CO)C[C@@H]1C	-0.8	-2	-6
3	.	1	.	O=C(COc1ccc(F)c(Cl)c1)N1CCCCCCC1	0.3	0	-4
